Screening results deposited in PubChem by Broad Institute.
ARNT-TACC3 inh: disrupts binding between human ARNT and TACC3 | AlphaScreen His-ARNT PAS-B/GST-TACC3 binding, luminescence; TACC3 fragment carries E629A point mutation | inhibition, % at 9.99 µM | actives 0.66% (n = 390,000) | AID 623870;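 active = mean inhibition of replicates at least 50% and at least half of replicates each reaching 50%; inconclusive = half or more replicates reach 50% but mean below 50%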;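 also: 0% = complete ARNT plus TACC3 wells and 100% = ARNT alone without TACC3; many hits fall short of the cut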
F508del corr: correctors of CFTR F508del function in bronchial epithelial cells; actives 0.36% (n = 350,000); activity (quench increase), % at 7.58 µM; CFBE cells, YFP halide quenching; stimulated with forskolin plus potentiator P3; % fluorescence drop versus neutral controls;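 active = mean added fluorescence quench of at least 8% versus neutral control, with both replicates also reaching 8%; inconclusive = only one of the mean or replicate conditions met; inactive = mean below 8% and not both replicates reaching 8%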;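 also: cells transiently co-express mutant CFTR-F508del with the halide-sensitive YFP; corrector assay measuring rescue of mutant channel to the surface after 24 h compound exposure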
ERp5 inh: blocks human ERp5 reductase activity on insulin | Q15084 | actives 0.05% (n = 350,000) | inhibition, % at 9.99 µM | ERp5 insulin aggregation, absorbance 650 nm, 90 min;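 active = mean replicate inhibition above about 25%, with every replicate also reaching it, limit read from the data, passing the limit was not always enough; inconclusive = only one of those two criteria met; inactive = neither criterion met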
Target sequence (Q15084 whole entry, looked up): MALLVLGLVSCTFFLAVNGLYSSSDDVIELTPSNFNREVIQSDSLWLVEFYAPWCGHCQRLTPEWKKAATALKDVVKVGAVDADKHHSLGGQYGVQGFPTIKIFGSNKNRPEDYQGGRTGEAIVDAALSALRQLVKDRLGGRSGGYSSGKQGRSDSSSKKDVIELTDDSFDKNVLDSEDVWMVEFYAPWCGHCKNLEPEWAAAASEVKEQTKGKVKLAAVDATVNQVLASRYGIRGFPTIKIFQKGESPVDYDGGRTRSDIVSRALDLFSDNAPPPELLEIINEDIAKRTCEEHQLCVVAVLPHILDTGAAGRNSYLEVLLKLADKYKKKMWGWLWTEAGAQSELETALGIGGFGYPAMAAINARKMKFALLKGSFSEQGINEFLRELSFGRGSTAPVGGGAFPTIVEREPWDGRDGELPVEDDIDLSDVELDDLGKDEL
PAX8 inh HTS: lowers PAX8-driven luciferase in RMG-I cells. RMG-I TPO-luciferase reporter, SteadyGlo, 24 h. inhibition, % at 12.6 µM. actives 1.2% (n = 360,000);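 active = mean replicate inhibition at least 60% with every replicate also reaching 60%; inconclusive = only one of the two criteria is met; inactive = mean below 60% and not all replicates reaching 60%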;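 also: luciferase light reporting Pax8 driven TPO promoter activity; plate controls were median of neutral control wells for no effect and mitoxantrone controls for full effect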
DENV2 CPE: protects cells from dengue virus 2 cytopathic effect | DENV2-infected cells, cytopathic effect rescue, plate reader | actives 1.7% (n = 350,000) | CPE inhibition, % at 9.99 µM; in the data active = CPE inhibition above about 20%, passing the limit was not always enough; inconclusive = no clear call, values can overlap the other calls; tested in BHK-21 cells;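 also: 0% = median of neutral control wells and 100% = median of positive control wells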
GSIS activator: GLuc luminescence reporter in INS-1E cells, primary screen for activators of glucose-dependent secretion of insulin; INS-1E GLuc reporter insulin secretion, 2-3 h; activation, % at 16.6 µM; actives 0.61% (n = 370,000); AID 743287;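 active = lowest replicate activation of at least 40%, so every replicate reaches that level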;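 also: 0% = median of neutral control wells and 100% = median of IBMX positive control wells; some compounds called inactive have numbers as strong as hits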
EWS-Fli inh: inhibitors of EWS/Fli oncoprotein transcriptional activity. A673 NR0B1-luciferase reporter, viability-normalised. inhibition, % at 12.6 µM. AID 651661. actives 0.67% (n = 350,000);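 active = mean inhibition of at least 50% after viability correction, with every replicate also passing that limit; inconclusive = mean reaches 50% but only one of two replicates passes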;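 also: firefly luciferase signal divided by Alamar Blue viability fluorescence both relative to DMSO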
Xi reactivation: activators of X-chromosome reactivation in mouse fibroblasts. XiGFP mouse fibroblasts, % GFP-positive cells imaging, 3 d; cells co-treated with 5-aza-dC sensitizer; scaled so ellipticine positive control = 100%. activation, % at 7.58 µM. actives 0.055% (n = 360,000). AID 743238;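 active = mean normalized replicate activation at least 10% and every replicate at or above 10%; inconclusive = only one of the two criteria met; inactive = mean below 10% and not all replicates reach 10%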;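 also: 0% = median of on-plate neutral control wells and 100% = ellipticine 6 µM median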
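assay system = SV40-immortalized XiGFP fibroblast cells, line 68-5-11 | buffer or medium = DMEM plus 5-aza-dC sensitizer | doses = single-point pinned compound dosing | times = 3-day compound exposure, then 15 min fixation at room temperature | benchmarks = positive control ellipticine, 6 µM final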
The depositor's hits bear a star; ? = inconclusive; nt = no result given; & = joins results of further samples.

SMILES	ARNT-TACC3 inh	F508del corr	ERp5 inh	PAX8 inh HTS	DENV2 CPE	GSIS activator	EWS-Fli inh	Xi reactivation
COC(=O)C1=C(C)N(C)C(=NCc2ccccc2)NC1c1cccc(Cl)c1 (stereo not drawn)	nt	-0.9	7	-3	-5	-31	-4	0.0
CS(=O)(=O)N1[C@@H]2c3ccc(-c4cccc(F)c4)c(=O)n3C[C@@H]2[C@@H](CO)[C@@H]1C(=O)NC1CCC1	nt	-1.5	6	-18	-11	2	-6	0.3
CC(=O)n1cc([C@H]2C=C(C(N)=O)O[C@@H](OCc3ccc(CO)cc3)C2)c2ccccc21	-10	-0.1	nt	22	nt	-6	1	0.0
CCCNC(=O)c1ccc2c(=O)c(O)c(-c3cccc(Br)c3)[nH]c2c1	-16	8.4*	-1	35	-18	-3	11	0.0
C[C@H](CO)N1C[C@H](C)[C@H](CN(C)CC2CCCCC2)OCCCC[C@H](C)Oc2ccc(NC(=O)Nc3ccc4c(c3)OCO4)cc2C1=O	26	1.9	-15	-15	-18	-23	10	-0.1
O=C(O)c1ccccc1-n1c2ccccc2c2ccccc21	-17	3.0	1	-4	-2	14	8	0.0
COc1ccc(OC)c(NC(=O)C(=O)NCc2ccncc2)c1	nt	nt	3	-6	0	-5	-6	0.2
CCOc1ccc(NC(=O)C(C)NC(=O)c2ccccc2Cl)cc1S(=O)(=O)N1CCCC1 (stereo not drawn)	-7	-1.0	1	-14	16	nt	-11	0.1
O=C(NCCc1ccccc1)c1cccc2c1C(=O)N(C1CCCCC1)C2	-3	-0.1	4	-2	2	10	nt	0.1
CC(C)NC(=O)N(C)C[C@@H]1Oc2ccc(NC(=O)Nc3ccc(F)cc3)cc2CC(=O)N([C@@H](C)CO)C[C@@H]1C	-3	1.6	18	-4	7	16	-2	-0.4

Shown as a hit in F508del corr, among the entries above:
SMILES,ARNT-TACC3 inh,F508del corr,ERp5 inh,DENV2 CPE,GSIS activator
CCCNC(=O)c1ccc2c(=O)c(O)c(-c3cccc(Br)c3)[nH]c2c1,-16,8.4*,-1,-18,-3

Retrieved by structure from above:
SMILES	ARNT-TACC3 inh	F508del corr	ERp5 inh	PAX8 inh HTS	DENV2 CPE	GSIS activator	EWS-Fli inh	Xi reactivation
COC(=O)C1=C(C)N(C)C(=NCc2ccccc2)NC1c1cccc(Cl)c1 (stereo not drawn)	nt	-0.9	7	-3	-5	-31	-4	0.0
CCOc1ccc(NC(=O)C(C)NC(=O)c2ccccc2Cl)cc1S(=O)(=O)N1CCCC1 (stereo not drawn)	-7	-1.0	1	-14	16	nt	-11	0.1
C[C@H](CO)N1C[C@H](C)[C@H](CN(C)CC2CCCCC2)OCCCC[C@H](C)Oc2ccc(NC(=O)Nc3ccc4c(c3)OCO4)cc2C1=O	26	1.9	-15	-15	-18	-23	10	-0.1
CS(=O)(=O)N1[C@@H]2c3ccc(-c4cccc(F)c4)c(=O)n3C[C@@H]2[C@@H](CO)[C@@H]1C(=O)NC1CCC1	nt	-1.5	6	-18	-11	2	-6	0.3
O=C(NCCc1ccccc1)c1cccc2c1C(=O)N(C1CCCCC1)C2	-3	-0.1	4	-2	2	10	nt	0.1
O=C(O)c1ccccc1-n1c2ccccc2c2ccccc21	-17	3.0	1	-4	-2	14	8	0.0

Continued:
SMILES	ARNT-TACC3 inh	F508del corr	ERp5 inh	PAX8 inh HTS	DENV2 CPE	GSIS activator	EWS-Fli inh	Xi reactivation
O=C(C[C@@H]1CC[C@H]2[C@@H](COC[C@@H](O)CN2C(=O)Nc2ccccc2)O1)NC1Cc2ccccc2C1	1	-1.4	5	-19	-13	11	-21	0.4
COc1ccc(C(=O)O)cc1S(N)(=O)=O	-4	-0.3	-14	16	18	7	15	-0.1
O=C(COC(=O)CNC(=O)C1CCCCC1)Nc1ccccc1	nt	-0.2	-1	-3	-3	nt	7	0.2
CO[C@H]1CN(C)C(=O)c2ccc(NS(=O)(=O)c3cccc(F)c3)cc2OC[C@@H](C)N(Cc2cc(F)ccc2F)C[C@H]1C	1	0.2	6	10	49*	-33	16	0.5
COc1cccc(-n2cc(CN(C)Cc3nc(Cc4ccccc4)no3)cn2)c1	-37	-2.5	2	8	2	-21	7	0.0
Cc1ccc(S(=O)(=O)N(C)C[C@@H]2Oc3ccc(NS(C)(=O)=O)cc3CC(=O)N([C@H](C)CO)C[C@@H]2C)cc1	-1	3.8	-3	8	-1	-10&1	1	-0.1&0.0
CC(NC(=O)COC(=O)CC(c1ccccc1)c1ccccc1)c1ccccc1 (stereo not drawn)	-20	-1.2	1	3	-4	-5	-7	0.2
O=C(O)C[C@@H]1CC[C@@H](NC(=O)c2ccncc2)[C@H](CO)O1	4	-0.8	5	-12	3	7	-7	-0.1
NC(=O)NCCN1CCN(c2ncc(C(F)(F)F)cc2Cl)CC1	2	1.5	-2	3	-4	-1	-7	0.0
COc1ccc(NC(=O)N(C)C[C@@H]2Oc3ccc(NC(=O)Cn4cnnn4)cc3C(=O)N([C@H](C)CO)C[C@H]2C)cc1	-7	-1.8	-2	nt	-2	0	-5	0.6

An excerpt from above, showing only Xi reactivation and F508del corr.
SMILES	Xi reactivation	F508del corr
CC(NC(=O)COC(=O)CC(c1ccccc1)c1ccccc1)c1ccccc1 (stereo not drawn)	0.2	-1.2
O=C(O)C[C@@H]1CC[C@@H](NC(=O)c2ccncc2)[C@H](CO)O1	-0.1	-0.8
COc1ccc(C(=O)O)cc1S(N)(=O)=O	-0.1	-0.3
NC(=O)NCCN1CCN(c2ncc(C(F)(F)F)cc2Cl)CC1	0.0	1.5
CC(C)NC(=O)N(C)C[C@@H]1Oc2ccc(NC(=O)Nc3ccc(F)cc3)cc2CC(=O)N([C@@H](C)CO)C[C@@H]1C	-0.4	1.6

Continued.
SMILES	ARNT-TACC3 inh	F508del corr	ERp5 inh	PAX8 inh HTS	DENV2 CPE	GSIS activator	EWS-Fli inh	Xi reactivation
CCOc1cc(C#N)ccc1OCC(=O)N1CCc2ccccc2C1	-2	0.4	5	2	0	-9	2	0.6
COc1ccccc1CNC(=O)C[C@@H]1C[C@@H]2c3cc(NS(C)(=O)=O)ccc3O[C@@H]2[C@@H](CO)O1	-9	2.7	20	5	-5	-13	0	0.0
Cc1nn(-c2ccccc2)c(C)c1C=O	nt	-0.1	21	2	10	26	2	-0.1
CCOc1ccc(NS(=O)(=O)c2cccc(C(=O)NCC3(N(C)C)CCCCC3)c2)cc1	2	-1.3	1	-7	2	-36	3	0.0
COc1ccc2c3c(n(C)c2c1)[C@@H](CO)N(C)CC31CN(C(=O)C2CCC2)C1	nt	-0.2	1	nt	-6	-4	-2	0.0
CCOC(=O)C1CCCN(C(=O)c2cccc(C(F)(F)F)c2)CC1 (stereo not drawn)	nt	-1.7	4	0	?	17	8	-0.1
NCC1C2CCC(O2)C1CO (stereo not drawn)	nt	1.1	10	-19	?	1	-10	0.5
CSCCC(NC(=O)c1ccco1)C(=O)NCC1CCCCC1 (stereo not drawn)	3	0.7	1	10	1	-18	-1	0.2
Cc1c(/C=N\NC(=O)c2ccc([N+](=O)[O-])cc2)cnn1C	0	nt	-7	-1	-8	-2	-4	0.0
O=C(C1CCCO1)N(Cc1ccccc1)c1ccccc1 (stereo not drawn)	-7	-0.8	5	nt	-4	14	-4	nt
C[C@H](CO)N1C[C@H](C)[C@@H](CN(C)CC2CCCCC2)Oc2ccc(NC(=O)CCC(F)(F)F)cc2C1=O	7	1.3	0	-5	6	8	10	-0.9
C/C=C/c1ccc(OCC(=O)OCc2csc(Nc3ccc(C)cc3)n2)c(OC)c1	-4	-1.6	-10	-44	?	1	-59	0.0
CC(C)NC(=O)N(C)C[C@H]1Oc2cc(Br)ccc2S(=O)(=O)N([C@H](C)CO)C[C@@H]1C	-12	2.5	4	nt	-5	12	-10	0.4
CCCCCC(=O)Nc1ccc(C(=O)N/N=C/c2ccc([N+](=O)[O-])cc2)cc1	-3	0.4	1	-16	2	12	9	0.0
CCC1Oc2ccccc2N(CC(=O)NCc2ccco2)C1=O (stereo not drawn)	-3	-1.4	-1	7	4	9	2	0.2
CCOC(=O)C1(Cc2cccc(F)c2)CCN(CC(O)CO)CC1 (stereo not drawn)	-6	-0.7	10	-14	-4	-10	12	0.0
O=C1C=C(c2ccc(F)nc2)C[C@@H](c2ccc3c(c2)OCO3)C1	-7	1.4	-3	17	-14	23	-1	0.3
CC(C)c1c(C(=O)N/N=C/c2ccncc2)nnn1-c1nonc1N	-7	-0.2	11	11	5	7	5	0.0
O=C(O)c1ccc(NNC(=S)Nc2cc(C(F)(F)F)ccc2Cl)cc1	-1	1.1	3	-44	3	4	-8	nt
CSc1ncc(Cl)c(C(=O)Nc2ccccc2C)n1	-2	5.0	3	16	3	-12	9	0.2
Cc1c(C(=O)NCc2ccco2)oc2c(Cl)cccc12	nt	3.6	2	40	-1	28	1	0.6
COc1ccc(CCN(C)c2ccc(S(=O)(=O)N3CCCC3)cc2[N+](=O)[O-])cc1OC	6	nt	-2	-6	-1	34	7	0.5
CC(C)NC(=O)N(C)C[C@@H]1Oc2c(NS(=O)(=O)c3cccs3)cccc2C(=O)N([C@@H](C)CO)C[C@H]1C	-4	-1.4	23	-27	-8	8	-10	0.2
CN1CCCN(C(=O)c2cccc(Br)c2)CC1	-1	0.0	6	6	18	6	-5	0.0
CCC(=O)C1CCCN(C(=O)c2ccc(OC)c(OC3CCN(C(C)=O)CC3)c2)C1 (stereo not drawn)	-4	-1.8	8	-17	-2	8	nt	-0.1
COc1ccc(S(=O)(=O)N(C)C[C@H]2Oc3ccc(NS(=O)(=O)c4c(C)noc4C)cc3CC(=O)N([C@@H](C)CO)C[C@H]2C)cc1	nt	0.4	-2	14	0	3	-4	-0.9
C[C@@H]1CCCCO[C@H](CN(C)S(=O)(=O)c2ccc(F)cc2)[C@H](C)CN([C@@H](C)CO)C(=O)c2cc(NC(=O)Nc3ccc(C(F)(F)F)cc3)ccc2O1	1	0.1	3	58	?	27	-8	0.2
COc1ccc(C(=O)N[C@H](C(=O)NCCCn2nc(C)cc2C)C(C)C)cc1	-3	1.3	2	9	1	-24	4	-0.1
COc1ccc2nc(C)c3c(c2c1)OC(C(C)(Cl)Br)C3 (stereo not drawn)	-2	-2.8	-7	-13	-4	-13	20	-0.1
CC1CCN(S(=O)(=O)c2cccc(C(=O)Nc3ccccc3)c2)CC1	-2	2.6	-8	7	1	-28	11	0.1
CCn1nc(C(=O)NNC(=O)C(Cc2ccccc2)NC(N)=O)c2ccccc2c1=O (stereo not drawn)	3	2.4	-11	-12	12	13	-5	0.1
O=C(O)C[C@H]1C[C@H]2c3cc(NC(=O)NC4CCCCC4)ccc3O[C@H]2[C@@H](CO)O1	-2	-0.4	0	-13	-1	4	3	0.4
C/C=C/c1ccc2c(c1)O[C@H](CN(C)S(C)(=O)=O)[C@H](C)CN([C@@H](C)CO)S2(=O)=O	-10	0.2	8	nt	5	12	0	-0.4
